GLS inhibitor – glutaminase GLS (human) inhibition; GLS enzymatic activity, qHTS titration; 410,000 compounds, 0.21% hits; O94925; Potency, µM (titrated, usually from 45.5 µM), inactives show at the highest dose activity change, negative = inhibition, hits mostly inhibitors; AID 624170; note: potency is the fitted concentration of half-maximal effect; % is set by controls: 0 for no effect and ±100 for the full control effect
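Enzyme dispensed in phosphate buffer (45 mM, pH 8.2, 0.02% Tween-20), compounds pinned in, then 1 mM L-glutamine solution and the glutamate oxidase–HRP–Amplex Red mix added; fluorescence read immediately and again after 30 min at room temperature.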
HP1b binding inh – inhibitors of HP1-beta chromodomain binding to methylated histone tails | Potency, µM (top dose mostly 114 µM), inactives show at the highest dose activity change, negative = inhibition, hits mostly inhibitors | P83916 | AID 540317 | AlphaScreen HP1-beta / biotin-H3K9me3 peptide binding | 390,000 compounds, 0.56% hits; note: potency is the fitted concentration of half-maximal effect; nearly all actives have a fitted effect of over 70% in size; inactives centre near 23
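HP1-beta protein (50 nM final) preincubated 30 min at room temperature with biotinylated H3(1-18)K9me3 peptide (50 nM) in PBS pH 7.4, 0.01% Tween-20, then compound added for 30 min. AlphaScreen streptavidin donor/nickel chelate acceptor beads (10 ug/mL final), 30 min dark, luminescence read.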
TrxR1 substrate – rat thioredoxin reductase 1 substrate activity. Potency, µM (top dose mostly 114 µM), for the others: top-dose activity change, negative = substrate turnover. AID 588456. 390,000 compounds, 0.01% hits. purified TrxR1 substrate turnover, NADPH consumption readout; note: potency is the fitted concentration of half-maximal effect; % is set by controls: 0 for no effect and ±100 for the full control effect; nearly all actives have a fitted effect of over 50% in size
Target sequence (O89049 whole entry, looked up): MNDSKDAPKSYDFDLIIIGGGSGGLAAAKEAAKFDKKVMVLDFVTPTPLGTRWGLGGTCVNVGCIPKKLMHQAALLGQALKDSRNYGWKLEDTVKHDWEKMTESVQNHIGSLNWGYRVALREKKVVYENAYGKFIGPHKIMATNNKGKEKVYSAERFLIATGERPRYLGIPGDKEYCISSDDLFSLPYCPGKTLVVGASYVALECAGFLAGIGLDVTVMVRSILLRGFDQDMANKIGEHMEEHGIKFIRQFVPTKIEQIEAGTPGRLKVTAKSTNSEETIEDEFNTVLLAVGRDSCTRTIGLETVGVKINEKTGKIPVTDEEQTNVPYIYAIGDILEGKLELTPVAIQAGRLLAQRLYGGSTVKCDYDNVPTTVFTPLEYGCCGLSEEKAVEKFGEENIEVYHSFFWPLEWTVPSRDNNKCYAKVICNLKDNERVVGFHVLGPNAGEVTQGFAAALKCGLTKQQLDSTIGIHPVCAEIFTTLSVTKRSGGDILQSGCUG
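Rat TrxR1, dispensed at 90 nM, was prereduced with 400 uM NADPH (final) for 5 min at ~22 deg C, then incubated with compound 15 min before 400 uM selenite. A first-read NADPH fluorescence drop versus no-compound background flagged substrates.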
rTrxR1 inhibitor – rat TrxR1 inhibition; Potency, µM (top dose mostly 114 µM), inactives show at the highest dose activity change, negative = inhibition, usual class: inhibitors; O89049; AID 588453; recombinant rTrxR1, NADPH fluorescence consumption, selenite substrate; 390,000 compounds, 1% hits; note: potency is the fitted concentration of half-maximal effect; % is set by controls: 0 for no effect and ±100 for the full control effect; nearly all actives have a fitted effect of over 65% in size
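Rat TrxR1 (90 nM in the dispensed reagent) was pre-reduced with 400 uM NADPH for 5 min at room temperature, then incubated with compound for 15 min. After 400 uM selenite was added, NADPH fluorescence (Ex 340/Em 450 nm) was followed for 8 min.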
USP1-UAF1 inh – inhibitors of human USP1/UAF1 deubiquitinase; O94782; recombinant USP1/UAF1, Ub-Rhodamine cleavage fluorescence; Potency, µM (highest dose often 57.1 µM), inactives show top-dose activity change, negative = inhibition, actives largely listed as inhibitors; 390,000 compounds, 0.23% hits; note: potency is the fitted concentration of half-maximal effect; % is set by controls: 0 for no effect and ±100 for the full control effect; nearly all actives have a fitted effect of over 60% in size; inactives centre near -12
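1 nM enzyme complex + cpd, 15 min RT; start with Ub-Rho 150nM final; kinetic fluorescence ex 480/em 540, 6 reads q60 s. Buffer 50mM HEPES pH 7.8, 0.5mM EDTA, 0.1 mg/ml BSA, 1mM TCEP, 0.01% Tween-20.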
IDH1 R132H inh – human IDH1 R132H inhibition | Potency, µM (top dose mostly 76.6 µM), without a hit: at the top dose activity change, negative = inhibition, hits mostly inhibitors | 390,000 compounds, 0.093% hits | AID 602179 | IDH1-R132H enzyme, NADPH consumption, diaphorase/resazurin fluorescence; note: potency is the fitted concentration of half-maximal effect; % is set by controls: 0 for no effect and ±100 for the full control effect; nearly all actives have a fitted effect of over 65% in size
Target sequence (O75874 whole entry R132H, stated change not applied): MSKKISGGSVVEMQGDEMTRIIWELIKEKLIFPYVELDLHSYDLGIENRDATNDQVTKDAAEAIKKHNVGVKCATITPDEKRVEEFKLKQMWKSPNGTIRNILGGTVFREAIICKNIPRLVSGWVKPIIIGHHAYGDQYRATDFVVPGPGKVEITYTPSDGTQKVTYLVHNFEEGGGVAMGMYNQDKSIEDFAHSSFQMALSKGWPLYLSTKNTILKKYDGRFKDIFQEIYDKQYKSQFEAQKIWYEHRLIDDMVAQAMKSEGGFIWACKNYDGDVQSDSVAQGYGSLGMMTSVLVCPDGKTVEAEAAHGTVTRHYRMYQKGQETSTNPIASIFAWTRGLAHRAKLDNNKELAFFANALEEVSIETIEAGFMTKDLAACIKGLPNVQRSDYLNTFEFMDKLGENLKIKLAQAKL
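IDH1-R132H (0.5 ug/mL dispensed) in pH 7.5 Tris buffer was preincubated 30 min with compound, then given a substrate mix of 0.016 mM NADPH and 2 mM alpha-KG for 80 min at room temperature; remaining NADPH was read by diaphorase/resazurin fluorescence.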
PGK inhibitor – blocks T. brucei phosphoglycerate kinase; P07378; PGK/GAPDH coupled, Kinase-Glo luminescence, 60 min; Potency, µM (doses to about 57.5 µM), without a hit: at the highest dose activity change, negative = inhibition, actives largely listed as inhibitors; 380,000 compounds, 0.043% hits; note: potency is the fitted concentration of half-maximal effect; % is set by controls: 0 for no effect and ±100 for the full control effect; nearly all actives have a fitted effect of over 60% in size
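Luminescent ATP detection (Kinase-Glo Plus) follows a 60-minute room-temperature incubation, with wells lacking PGK as controls. Buffer: 100 mM TEA (pH 7.6), 5 mM MgCl2, 0.01% Tween-20. Coupling enzyme GAPDH (100 nM final) supplies unstable 1,3-BPG in-well.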
PI4K2A inh – inhibitors of human PI4K2A | Q9BTU6 | purified PI4K2A, ADP-Glo luminescence, 1 h; active compounds read low | activity change, negative = inhibition, % at 76.9 µM | 420,000 compounds, 0.13% hits | AID 1346378; in the data active = activity change below about -50%; inconclusive = mostly about -30% to -49%;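 note: -100% = wells without enzyme as full effect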
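Compounds are screened against recombinant PI4K2A using PI as substrate and ATP, the latter dispensed at 300 microM. Reactions run one hour at ambient temperature before ADP-Glo detection; full inhibition defined by wells lacking enzyme.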
Pin1 inh – blocks the human prolyl isomerase Pin1; AID 504891; Potency, µM (highest dose often 115 µM), without a hit: at the highest dose activity, negative = inhibition, usual class: inhibitors; 390,000 compounds, 0.009% hits; Pin1 FP peptide displacement, HiFluor488, 10 min; Q13526; active = well fitted inhibition curve with a large enough effect in the polarisation, with a control signal flat, not every such curve was filed as active; inconclusive = small, poorly fitted or top-dose-only effect, or effect the other way, or a change in a side signal; inactive = no such curve, though single readings can be large or run the other way; the % refers to the polarisation; note: potency is the fitted concentration of half-maximal effect; % is set by controls: 0 for no effect and ±100 for the full control effect
Target sequence (Q13526 whole entry, looked up): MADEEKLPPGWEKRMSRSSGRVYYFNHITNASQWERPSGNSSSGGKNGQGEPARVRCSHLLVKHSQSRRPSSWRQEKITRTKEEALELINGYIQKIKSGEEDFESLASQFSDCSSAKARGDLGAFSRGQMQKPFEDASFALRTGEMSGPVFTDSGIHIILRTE
* = called active by the depositor; i = inactive; ? = inconclusive; & = joins results of further samples; [ ] = dose if it differs, or a comment. Unless noted, calls come from the whole dose curve; as a rule, active = well fitted curve in the direction sought with a large enough effect; inconclusive = small, poorly fitted or top-dose-only effect, or another doubt; inactive = no such curve, though single readings can be large; an effect the other way counts as inactive or inconclusive. Some of the compounds tested; rates above refer to the full screens.

PI4K2A inh,USP1-UAF1 inh,IDH1 R132H inh,GLS inhibitor,HP1b binding inh,TrxR1 substrate,rTrxR1 inhibitor,PGK inhibitor,Pin1 inh,SMILES
-2,-7%,4%,1%,18%,4%,8%,3%,-4%,O=C(O)Cn1nnnc1-c1ccc(F)cc1
3&1,-25%,-4%,8%,16%,3%&-5%,1%&-23%,1%,-5%&-5%,Cn1cc[nH]c1=S
-3,-27%,-7%,14%,21%,-9%,0%,8%,-6%,CC(=O)N1c2ccc(S(=O)(=O)N(C)CC(=O)N(Cc3ccccc3)C(C)C)cc2CC1C (centres undefined)
-14,-14%,-1%,-10%,32%,-3%[57.1 µM],1%[57.1 µM],3%,-1%,CC(=O)N1CCCc2ccc(NC(=O)c3ccc(C(F)(F)F)cc3)cc21
5,1%,4%,0%,10%,11%[57.1 µM],20%[57.1 µM],-6%,0%,COCC(=O)Nc1cc(OC)ccc1OC
0,-6%,1%,-9%,54%,-2%[57.1 µM],-1%[57.1 µM],-4%,3%,CCO/C=C1/C(=O)N(C(C)=O)c2ccccc21
-3,-12%,1%,-11%,24%,-11%,-3%,-5%,-1%,CCCCNC(=O)CCNC(=O)c1ccc(C(C)(C)C)cc1
0,-15%,0%,16%,10%,-2%,11%,2%,1%,CC(C)(C)c1ccc(C(=O)NC(=S)N2CCCC2)cc1
12,-7%,0%,-7%,25%,-1%[57.1 µM],-2%[57.1 µM],-3%,-2%,O=C(Nc1cc(C(F)(F)F)ccc1F)C1CCCC1
4,-10%,3%,-7%,?,-13%,14%[57.1 µM],3%,1%,O=C(c1ccccc1)N1CCN(c2ccc([N+](=O)[O-])c(NCc3ccco3)c2)CC1
1,-19%,5%,-15%,42%[activator],4%,22%,-10%,1%,Cc1nc2nc(SCc3ccccc3)nn2c(C)c1C
-5,-20%,1%,-3%,31%,11%,-3%,-2%,-2%,COc1ccc2c(OC)cc(-c3ccccc3)nc2c1
5,-4%,6%,6%,-8%,5%,29%,-6%,-6%,CC(C)n1nnnc1SCC(=O)NC1CCCC1
-5,-22%,2%,-10%,231%[activator],11%,1%,-7%,-3%,CCOC(=O)c1sc2cccc(Cl)c2c1N
2,0%,3%,-3%,22µM*,-13%,-15%,-10%,-6%,Cc1cc(Br)ccc1OCCn1ccnc1
-1,-4%,-6%,4%,21%,-2%,11%,-4%,3%,CCN(CC)C(=O)[C@H]1CC(CC(=O)NCCc2ccccn2)C(=O)N2CCc3c([nH]c4ccc(OC)cc34)[C@]12C (some centres undefined)
6,-13%,11%,10%,-11%,2%,20%,7%,-1%,CCCCN1C(=O)C(O)(c2c(C)[nH]c3ccccc23)c2ccccc21 (centres undefined)
2,-5%,5%,10%,13%,-3%,-1%,1%,9%,COc1cc(OC)c(C(=O)Nc2ccc(S(=O)(=O)N3CCCCC3)cc2)cc1OC
1,-11%,-4%,-14%,40%[activator],-3%,15%[57.1 µM],0%,-5%,CN(C(=O)CSc1nc2ccccc2o1)C1CCCCC1
1,-1%,-1%,14%,26%,-6%[57.1 µM],-1%,i,-3%,Cc1ccc(NC(=O)N(C2=NCC(C)S2)c2ccccc2)cc1 (centres undefined)
-7,-8%,19%,-2%,2%,3%,16%,-8%,-4%,COc1ccccc1CCc1nnc(CCC(=O)N(C)Cc2ccncc2C)o1
-4,-18%,8%,-4%,81%[activator],-15%,-7%,-7%,2%,Cc1ccc(CSCCNS(=O)(=O)c2ccc(C)cc2)cc1
2,-10%,1%,-1%,17%,-2%[57.1 µM],5%[57.1 µM],-9%,4%,C/C(=N/NC(=O)CNC(=O)c1cccnc1)c1ccc([N+](=O)[O-])cc1
9,-6%,-3%,-2%,50%[activator],12%[57.1 µM],5%[57.1 µM],-2%,4%,O=C(COc1ccccc1[N+](=O)[O-])N/N=C/c1ccc(OC(=O)c2ccco2)cc1
-3,-19%,-11%,-8%,12%,-5%,-8%,-2%,0%,COc1ccccc1CNC(=O)COc1cccnc1[N+](=O)[O-]
-4,0%,4%,2%,17%,-8%,0%[57.1 µM],-1%,-3%,CCOc1ccc(C(=O)NCC(C)C)cc1
6,-16%,?,-1%,-2%,-4%,1%,-1%,11%,COc1ccc(Br)cc1/C=N/NC(=O)c1nc(-c2ccccc2)n2c1CCCCC2
0,0%,-4%,-6%,35%,8%,7%,13%,12%,Cc1cccc(/C=C(\C#N)c2nc3ccccc3c(=O)[nH]2)c1
4,-16%,0%,-2%,29%,-14%,-29%,-1%,4%,O=C(CN1CCN(Cc2ccccc2)CC1)NCCNc1ccc([N+](=O)[O-])cn1
-2,-7%,2%,-2%,53%[activator],3%,22%,-5%,0%,CN(C(=O)Cn1nc(C(=O)O)c2ccccc2c1=O)C1(C#N)CCCCC1

HP1b binding inh, what is marked active above
PI4K2A inh,USP1-UAF1 inh,IDH1 R132H inh,GLS inhibitor,HP1b binding inh,TrxR1 substrate,rTrxR1 inhibitor,PGK inhibitor,Pin1 inh,SMILES
2,0%,3%,-3%,22µM*,-13%,-15%,-10%,-6%,Cc1cc(Br)ccc1OCCn1ccnc1

Going on with the list:
PI4K2A inh,USP1-UAF1 inh,IDH1 R132H inh,GLS inhibitor,HP1b binding inh,TrxR1 substrate,rTrxR1 inhibitor,PGK inhibitor,Pin1 inh,SMILES
-8,-16%,21%,-25%,25%,-6%,3%,-7%,?,O=C(Nc1ccc2c(c1)OCO2)c1n[nH]c(=O)c2ccccc12
-5,-9%,1%,-5%,25%,-4%,14%[57.1 µM],-3%,-1%,COc1ccc(NC(=O)C2CCCN(c3nn4c(=O)cc(C)nc4s3)C2)cc1 (centres undefined)
-3,-18%,-3%,-2%,30%,6%,17%,0%,-1%,COc1cc(C(=O)NCCc2ncccc2C)ccc1OC1CCN(C(C)=O)CC1
-5,0%,-7%,13%,22%,1%,4%,-1%,4%,COc1cc(/C=N/NC(=O)Cc2c[nH]c3ccccc23)cc(OC)c1OC
-3,-20%,7%,-5%,27%,-2%,-4%,1%,0%,CCOc1ccc(-c2noc(CCC(N)=O)n2)cc1OCC
-2,-29%,-3%,-6%,39%[activator],-9%,-28%,i,-2%,CC(C)NC(=O)N(C)C[C@H]1Oc2ccc(NC(=O)Nc3ccc(C(F)(F)F)cc3)cc2C(=O)N([C@H](C)CO)C[C@@H]1C
4,-12%,-5%,-11%,14%,3%,29%,i,-5%,Cc1ccc(NC(=O)c2cc3c(=O)[nH]c4ccccc4c3n2C)cc1F
7,-19%,3%,9%,-2%,9%[57.1 µM],9%[57.1 µM],1%,8%,CCC1=NN=C(c2ccc(F)cc2)C(c2c[nH]c3ccccc23)N1O (centres undefined)
-4,-25%,-8%,-2%,9%,-10%,-3%,1%,?,COCCN1C(=O)c2[nH]nc(-c3ccccc3O)c2C1c1ccc(OCc2ccccc2)c(OC)c1 (centres undefined)
0,-10%,0%,0%,-5%,-11%,-14%,-2%,-6%,Cc1ccc(S(=O)(=O)NCC(=O)N/N=C/c2ccccc2O)cc1
8,-13%,12%,-9%,37%,-1%,31%,i,-5%,Cc1cc(C(=O)NCC2CCCO2)n(-c2ccccc2)n1 (centres undefined)
3,-17%,1%,-5%,32%,-2%[57.1 µM],7%[57.1 µM],-8%,-5%,COc1ccc(NC(=O)CSc2nnc(-c3ccccc3F)n2C2CC2)cc1S(N)(=O)=O
-13,-18%,2%,-10%,326%[activator],7%[57.1 µM],16%[57.1 µM],-8%,4%,Cc1ccc(-c2cc3ccccc3nc2N2CCCC2)cc1
1,-6%,-4%,-9%,6%,-6%,-12%,-3%,0%,Cc1ccc(N2CC(C(=O)Nc3ccc(S(=O)(=O)Nc4nccs4)cc3)CC2=O)cc1 (centres undefined)
-1,-11%,6%,-14%,14%,-4%[57.1 µM],-5%,-9%,-3%,CC(C(=O)OCC(=O)Nc1ccc2c(c1)OCO2)N1C(=O)c2ccccc2C1=O (centres undefined)
-3,-4%,33%,1%,31%,-7%,-9%,9%,-2%,CC1Cc2cc(S(=O)(=O)CCC(=O)Nc3ccccc3F)ccc2N1C(=O)C1CC1 (centres undefined)
20,-2%,6%,-1%,13%[57 µM],-9%,4%,-5%,5%,CN(NS(=O)(=O)c1ccc(F)cc1)c1ncc(C(F)(F)F)cc1Cl
2,24%,17%,4%,14%,2%[57.1 µM],21%[57.1 µM],8%,1%,Cc1cccc(NC(=O)c2cc3c(=O)n(Cc4cccnc4)ccc3nc2C)c1
3,-18%,13%,-2%,-1%,4%,28%,0%,-4%,CC(Oc1cccnc1[N+](=O)[O-])C(=O)Nc1ccc(F)cc1 (centres undefined)
-1,6%,0%,-15%,24%,-7%,-2%,i,?,CCOc1cc(C(=O)Nc2ccc3c4c(cccc24)C(=O)N3CC)cc(OCC)c1OCC
2,3%,5%,11%,11%,-9%,-10%,-6%,3%,O=C(CN1CCCC1)Nc1c2c(cc3c1CCC3)CCC2
-14,2%,1%,?,?,59%[activator][57.1 µM],?,-3%,-3%,O=C(CSc1cccc2cccnc12)N1CCCC1
